# From PubChem BioAssay
# Akt phos inh – HTS Assay for Inhibitors of Akt Phophorylation: Primary Screen; Neuro2A IGF-stimulated pAkt S473 HTRF, 20 min; active compounds read low; activity change, % for hits at 50 µM; hit rate 0.32% among 360,000; in the data active means activity change below about -80%; inconclusive means mostly about -51% to -80%; further: on the % scale 0 is the no-effect control and ±100 the full control effect
#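 Neuro2A cells (4,500/well, DMEM with 0.5% FBS) were treated with compound at a single 50 µM final concentration, stimulated with 6 nM IGF for 20 min at 37 °C, and lysed. Phospho-Akt Ser473 was read by HTRF as 665/615 ratio ×10^4.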
# D3 antag – qHTS of D3 Dopamine Receptor Antagonist: qHTS | D3R cells, DiscoveRx beta-arrestin luminescence, antagonist mode; active compounds read low | hit rate 2.5% among 360,000 | max response, negative = inhibition, %; in the data active means max response below about -50%; inconclusive means no clear call, values can overlap the other calls; further: on the % scale 0 is the no-effect control and ±100 the full control effect; mostly tested at two doses, the higher about 12 µM
#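 Cells plated overnight at 1500 cells/well, then exposed to library compounds with dopamine controls for 90 minutes at 37 degrees C. DiscoveRx reagent added for 30–60 minutes at room temperature; luminescence read, quantitative HTS format.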
# GLP-1R agonist – qHTS of GLP-1 Receptor Agonists. HEK293 GLP-1R CRE-luciferase, luminescence, 4-6 h; cells express a hypersensitive GLP-1R form. Potency, µM (series often up to 45.6 µM), without a hit: at the top dose activation, actives largely listed as activators. hit rate 0.007% among 380,000. Glucagon-like peptide 1 receptor (Homo sapiens), P43220; further: potency means the concentration at half of the fitted maximal effect; % of control where 0% means no effect
# Target sequence (P43220 whole entry, looked up): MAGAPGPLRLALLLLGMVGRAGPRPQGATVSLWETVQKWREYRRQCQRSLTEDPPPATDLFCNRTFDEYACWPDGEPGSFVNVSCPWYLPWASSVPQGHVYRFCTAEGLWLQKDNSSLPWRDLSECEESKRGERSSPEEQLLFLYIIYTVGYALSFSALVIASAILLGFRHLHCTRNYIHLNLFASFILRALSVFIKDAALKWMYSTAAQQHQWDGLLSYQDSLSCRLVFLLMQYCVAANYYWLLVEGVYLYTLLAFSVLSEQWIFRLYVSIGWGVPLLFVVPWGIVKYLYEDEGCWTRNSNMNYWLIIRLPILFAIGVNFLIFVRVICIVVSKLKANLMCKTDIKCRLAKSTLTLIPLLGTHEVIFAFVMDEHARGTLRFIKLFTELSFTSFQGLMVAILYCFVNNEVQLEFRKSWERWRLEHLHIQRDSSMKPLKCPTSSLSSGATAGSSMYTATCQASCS
# GLP1R inv ag – qHTS of GLP-1 Receptor Inverse Agonists (Inhibition Mode). Glucagon-like peptide 1 receptor (Homo sapiens), P43220. HEK293 GLP-1R CRE-luciferase, luminescence, 24 h; GLP-1R form is constitutively active. Potency, µM (series often up to 38.3 µM), inactives show at the highest dose activity change, negative = inhibition, actives largely listed as inhibitors. hit rate 1.6% among 410,000. AID 624417, 2012; further: potency means the concentration at half of the fitted maximal effect; on the % scale 0 is the no-effect control and ±100 the full control effect; nearly all actives have a fitted effect of over 55% in size
#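 Assay principle: reduced luminescence from a cAMP-responsive reporter in HEK293 cells co-expressing a constitutively active GLP-1R. Conditions: 24 hr compound incubation, 37 deg C, 5% CO2.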
# aSyn yeast inh – qHTS of alpha-syn Inhibitors; hit rate 0.14% among 370,000; Potency, µM (highest dose often 46.1 µM), for inactives: at the top dose growth rescue (activation), usual class: activators; Yeast expressing alpha-synuclein, growth rescue, BacTiter-Glo, 24 h; further: potency means the concentration at half of the fitted maximal effect; % of control where 0% means no effect; nearly all actives have a fitted effect of over 65% in size
#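 Rescue of yeast growth: cells expressing toxic alpha-synuclein, induced in galactose at OD600 0.02, incubated with compound 24 h at 30 C. ATP luminescence quantified growth; inhibitors of toxicity appear as activators.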
# Abeta yeast res – qHTS for compounds that reverse cellular toxicity of Amyloid beta (A-beta) peptide in yeast: Primary Screen; yeast expressing A-beta42, growth rescue, OD600, 48 h; response scale: 0% DMSO, 100% iron-clioquinol control; Potency, µM (doses to about 46.1 µM), inactives show at the top dose growth rescue, most hits filed as activators; hit rate 0.063% among 410,000; further: potency means the concentration at half of the fitted maximal effect; nearly all actives have a fitted effect of over 55% in size
#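 Growth rescue measured by 600 nm absorbance after 48 h yeast culture at 30 C with compound. Values normalized between DMSO and an equimolar ferric chloride plus clioquinol control.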
# TDP43 rescue – qHTS of TDP-43 Inhibitors. TDP-43 expressing yeast growth rescue, BacTiter-Glo, 24 h. Potency, µM (doses to about 46.1 µM), without a hit: at the top dose growth rescue (activation), most hits filed as activators. hit rate 1.8% among 410,000; further: potency means the concentration at half of the fitted maximal effect; % of control where 0% means no effect; nearly all actives have a fitted effect of over 50% in size
#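 Yeast cells expressing TDP-43 under galactose induction are exposed to compounds for 24 hr at 30 deg C. BacTiter-Glo luminescence measures growth, so protective compounds score as activators.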
# FUS suppressor – qHTS for Suppressors of FUS Proteinopathy: Primary screen using FUS-linked yeast assay | S. cerevisiae FUS-expressing, growth rescue, OD600, 24 h | Potency, µM (highest dose often 76.6 µM), for the others: at the top dose growth rescue (activation), hits mostly activators | hit rate 0.24% among 390,000 | AID 1347120, 2019;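 further: potency means the concentration at half of the fitted maximal effect; plate controls were DMSO vehicle for no effect and reference control for full effect; nearly all actives have a fitted effect of over 55% in size; some results filed as inactive show a strong effect at the top dose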
#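 Compound concentration series was pinned onto galactose-induced FUS-expressing yeast seeded at OD 0.005. Plates sat 24hr at 30C; absorbance at 600 nm gave growth. DMSO served as background control.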
# PTHR1 ag – qHTS for PTHR1 Agonists: Primary Screen | Parathyroid hormone/parathyroid hormone-related peptide receptor (Homo sapiens), Q03431 | HEK293 GP2 PTHR1 cells, GloSensor cAMP luminescence, 1 h | Potency, µM (top dose mostly 115 µM), for inactives: at the top dose activation, usual class: activators | hit rate 0.075% among 410,000 | AID 743266, 2014; further: potency means the concentration at half of the fitted maximal effect; nearly all actives have a fitted effect of over 55% in size; some results filed as inactive show a strong effect at the top dose; inactives centre near -15; many of its hits are not listed in these tables
# Target sequence (Q03431 whole entry, looked up): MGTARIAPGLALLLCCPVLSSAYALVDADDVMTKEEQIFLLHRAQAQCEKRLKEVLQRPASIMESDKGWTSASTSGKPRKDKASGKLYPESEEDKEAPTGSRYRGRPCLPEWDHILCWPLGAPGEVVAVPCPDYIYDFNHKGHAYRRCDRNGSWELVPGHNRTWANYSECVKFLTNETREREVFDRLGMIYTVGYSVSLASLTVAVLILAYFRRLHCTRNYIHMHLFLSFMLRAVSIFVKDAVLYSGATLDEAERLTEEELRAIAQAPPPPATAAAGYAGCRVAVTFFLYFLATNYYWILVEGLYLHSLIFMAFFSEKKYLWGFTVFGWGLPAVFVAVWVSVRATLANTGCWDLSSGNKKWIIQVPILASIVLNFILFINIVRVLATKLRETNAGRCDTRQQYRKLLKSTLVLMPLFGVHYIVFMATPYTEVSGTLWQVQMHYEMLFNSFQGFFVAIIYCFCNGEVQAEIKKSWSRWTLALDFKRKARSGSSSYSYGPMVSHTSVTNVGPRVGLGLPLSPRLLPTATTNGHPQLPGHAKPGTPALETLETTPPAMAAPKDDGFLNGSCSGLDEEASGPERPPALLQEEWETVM
#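 HEK-293-derived GP2 cells expressing PTHR1 and a GloSensor cAMP reporter, 3,000/well, plated overnight, given luciferin plus IBMX (each 0.5 mM as added) for 1 h at 37 °C, then compound for 1 h at 37 °C. Luminescence was read after 15 min at room temperature.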
# * hit, by the source's call; i = inactive; u = inconclusive; x = no result given; [ ] = dose if it differs, or a comment. Unless noted, the call rests on the fitted dose curve; in most records, active means well fitted curve in the direction sought with a large enough effect; inconclusive means small, poorly fitted or top-dose-only effect, or another doubt; inactive means no such curve, though single readings can be large; an effect the other way counts as inactive or inconclusive.
SMILES,Akt phos inh,D3 antag,GLP-1R agonist,GLP1R inv ag,aSyn yeast inh,Abeta yeast res,TDP43 rescue,FUS suppressor,PTHR1 ag
CN(Cc1ccon1)C(=O)CC1C(=O)NCCN1Cc1ccc(Cl)c(F)c1 (stereo unspecified),i,16.8,-1.7%,3.4%,0.4%,16.4%,-1.5%,9.7%,-15.2%
CN(CC(=O)Nc1cc(Cl)ccc1-n1cncn1)Cc1ccccc1N1CCOCC1,i,-18.0,-7.4%,15.5%,-5.7%,1.1%,4.4%,0.3%,-13.0%
CCOc1ccccc1NC(=O)C(c1ccccc1)N1CCN(C(=O)c2ccco2)CC1 (stereo unspecified),i,0.6,-0.6%,u,-0.5%,-11.7%,0.5%,27.9%,-43.9%[inhibitor]
Nc1cc(Cl)ccc1C(=O)OCC(=O)NC1CCCCCCC1,i,u,16.6%,-23.4%,28.0%,1.6%,16.3%,-21.5%,-9.3%
COc1ccccc1-c1nc(S(=O)(=O)c2ccccc2)c(N2CCCCC2)o1,i,-12.4,0.3%,-0.7%,1.3%,2.4%,-25.6%,5.6%,-24.0%
CC1(C)C(c2cccs2)=[N+]([O-])C2(CCCCC/C2=N\NC(N)=O)N1O (stereo unspecified),i,10.1,0.7%,16.0%,-1.1%,-0.6%,-4.6%,-7.2%,i
CN1CCN(c2ccc(CNS(=O)(=O)Cc3cccc(C(F)(F)F)c3)cc2)CC1,i,13.6,3.3%,u,9.7%,10.5%,12.7%,13.1%,-19.5%
Cc1cc(C(F)F)n2ncc(C(=O)N3CCc4ccccc4C3)c2n1,i,17.8,14.9%,37.2%[activator],0.2%,-10.0%,5.9%,-0.2%,-1.7%
CC(Oc1ccc(C#N)cc1)C(=O)N1CC=C(c2ccccc2)CC1 (stereo unspecified),i,-2.4,19.4%,u,14.9%,6.4%,20.9%,5.8%,-20.6%
O=c1c2ccccc2oc2ncccc12,i,-9.5,2.2%,43.0%[activator],4.6%,7.7%,6.4%,-4.8%,i
COc1ccc(CNC(=O)COC(=O)c2ccc(F)c(S(=O)(=O)N3CCCCC3)c2)cc1OC,i,-6.2,2.3%,-11.3%,-5.8%,13.6%,3.5%,29.6%,-13.5%
CN(CCC1CCCCO1)C(=O)CCc1nnc(CCCCc2ccccc2)o1 (stereo unspecified),i,7.6,3.4%,-18.8%,7.0%,-11.4%,8.6%,6.1%,i
CSc1ncnc2c1ncn2CCCNC1CCN(Cc2ccccc2)CC1,i,9.5,-2.7%,u,3.6%,14.3%,23.9%,8.1%,-10.6%
CCN(CC)c1ccc(S(=O)(=O)N2CCOCC2)cc1NC(=O)CN1CCN(Cc2ccccc2)CC1,i,-13.9,17.0%,u,0.2%,15.6%,-2.7%,18.9%,-43.9%[inhibitor]
Cc1c(C(=O)Oc2ccc(Br)cc2)sc2ncn(Cc3ccccc3F)c(=O)c12,x,x,x,6.2%,x,9.9%,u,1.8%,-19.6%
COc1ccc(CC(=O)N(c2ccccc2)c2nc(C)cs2)cc1,i,-0.2,18.8%,u,-2.1%,-9.8%,u,x,-19.2%
CCN(C[C@H]1N[C@@](CC)(C(=O)OC)[C@H]2C(=O)N(C)C(=O)[C@@H]12)S(=O)(=O)c1ccccc1,i,20.8,-0.6%,9.3%,-1.0%,-2.2%,7.0%,-24.5%,-2.8%
C=CCn1c(SCC(=O)O)nnc1-c1cccc(Cl)c1,i,-15.6,-2.6%,1.6%,-7.6%,-6.7%,-17.3%,-23.4%,i
COc1cc(NC(=S)NC(=O)c2ccc(C)cc2C)ccc1NC(=O)c1cccs1,i,-21.4,1.0%,2.6%,1.8%,-3.2%,-24.2%,32.6%,i
Cc1cccc(NC(=O)NNC(=O)c2ccc3ccccc3c2)c1,i,u,-2.1%,-9.6%,-1.3%,-0.9%,u,15.0%,i

# Six entries picked at random from those above:
SMILES,Akt phos inh,D3 antag,GLP-1R agonist,GLP1R inv ag,aSyn yeast inh,Abeta yeast res,TDP43 rescue,FUS suppressor,PTHR1 ag
CSc1ncnc2c1ncn2CCCNC1CCN(Cc2ccccc2)CC1,i,9.5,-2.7%,u,3.6%,14.3%,23.9%,8.1%,-10.6%
CCN(CC)c1ccc(S(=O)(=O)N2CCOCC2)cc1NC(=O)CN1CCN(Cc2ccccc2)CC1,i,-13.9,17.0%,u,0.2%,15.6%,-2.7%,18.9%,-43.9%[inhibitor]
CCN(C[C@H]1N[C@@](CC)(C(=O)OC)[C@H]2C(=O)N(C)C(=O)[C@@H]12)S(=O)(=O)c1ccccc1,i,20.8,-0.6%,9.3%,-1.0%,-2.2%,7.0%,-24.5%,-2.8%
COc1cc(NC(=S)NC(=O)c2ccc(C)cc2C)ccc1NC(=O)c1cccs1,i,-21.4,1.0%,2.6%,1.8%,-3.2%,-24.2%,32.6%,i
Cc1cccc(NC(=O)NNC(=O)c2ccc3ccccc3c2)c1,i,u,-2.1%,-9.6%,-1.3%,-0.9%,u,15.0%,i
CN(CCC1CCCCO1)C(=O)CCc1nnc(CCCCc2ccccc2)o1 (stereo unspecified),i,7.6,3.4%,-18.8%,7.0%,-11.4%,8.6%,6.1%,i

# Other structures:
SMILES,Akt phos inh,D3 antag,GLP-1R agonist,GLP1R inv ag,aSyn yeast inh,Abeta yeast res,TDP43 rescue,FUS suppressor,PTHR1 ag
C[C@H](NC(=O)C1CCC(CNC(=O)[C@@H]2CCCN2C(=O)OC(C)(C)C)CC1)C(=O)O (stereo partly specified),i,3.0,-3.9%,14.3%,-6.4%,11.0%,2.5%,40.6%,i
CC(C)c1ccc(NC(=O)Nc2nc(C(N)COCc3ccccc3)cs2)cc1 (stereo unspecified),i,27.4,-13.1%,u,-34.0%[inhibitor],-25.7%,10.5%,u,i
Cc1ccc2nc(SCc3nc4ccccc4c(=O)[nH]3)[nH]c2c1,i,-11.5,4.6%,14.5%,-0.5%,-8.7%,-14.3%,34.6%,-32.6%[inhibitor]
COc1ccc(C(=O)Nn2c(SCC(=O)NC3CCCC3)nc3ccccc3c2=O)cc1,i,12.8,-13.8%,-13.4%,-0.2%,-5.8%,12.7%,13.6%,-10.0%[57.5 µM]
CCOC(=O)Cn1ncn(-c2ccc(OC(F)(F)F)cc2)c1=O,i,0.0,-1.2%,1.3%,4.9%,9.2%,x,17.3%,i
O=C(CSc1ccccn1)C12CC3CC(CC(C3)C1)C2,i,-4.8,22.6%,u,1.7%,-0.6%,-7.1%,3.0%,-15.3%
CC(C)C1NCCc2c1sc1ccccc21 (stereo unspecified),i,-61.2*,-2.4%,u,20.9%,8.7%,-1.3%,-3.2%,i
O=S1(=O)CCC(NS(=O)(=O)c2cccc3cccnc23)C1 (stereo unspecified),i,4.3,-6.8%,4.8%,-5.9%,0.3%,-7.3%,18.0%,6.3%
COCCNC(=O)C1(C)CCCN(Cc2cccc(OC(=O)c3ccccc3)c2)C1 (stereo unspecified),i,0.0,-0.2%,18.8%,-3.6%,6.1%,15.5%,-20.1%,-15.1%
CC/C(O)=C(/C#N)c1nnc2n1CCCCC2,i,-21.9,-0.7%,10.0%,-11.6%,0.3%,-23.1%,-6.6%,i
Cc1cccc(/C=N/n2c(-c3ccncc3)n[nH]c2=S)c1,i,-12.4,16.1%,8.9%,-5.7%,u,9.2%,x,i
S=C(NCC1CCCO1)NC12CC3CC(CC(C3)C1)C2 (stereo unspecified),i,11.2,1.3%,-13.3%,-11.2%,u,5.6%,-7.1%,i
COc1ccc(/C=C(/NC(=O)c2ccc(Br)cc2)C(=O)Nc2cccc(C(=O)O)c2)cc1,i,19.1,8.9%,3.7%,1.9%,0.8%,8.4%,u,i
O=c1cc(CO)occ1OCc1ccccc1,i,-17.4,-2.9%,38.1%[activator],-6.7%,3.2%,-3.4%,8.2%,i
CCC(C)NC(=O)CSc1nnc(-c2ccc(C(C)(C)C)cc2)n1C (stereo unspecified),i,-14.7,2.2%,-4.5%,8.0%,-14.9%,-17.0%,7.3%,i
CCCCCCSc1nnc2c(n1)OC(C)Nc1ccc(Br)cc1-2 (stereo unspecified),x,x,x,6.0%,x,4.8%,u,13.3%,-28.5%
O=C1c2ccccc2C(=O)N1CCOc1ccc(F)cc1,i,12.3,-4.5%,29.1%,16.7%,-19.4%,u,-9.2%,-27.5%
N#Cc1cccc(NC(=O)c2cc(C3CCCCN3C(=O)C3CC3)on2)c1 (stereo unspecified),i,0.0,4.5%,7.7%,0.5%,-23.4%,0.2%,0.2%,-62.9%[inhibitor]
CCNc1nc(OCC)nc(N2CCC(Cc3ccccc3)CC2)n1,i,53.9,-1.6%,u,-20.3%,5.1%,25.8%,x,i
Cc1ccc(OCCCCN2CCCCC2)cc1,i,-13.0,-2.2%,-4.0%,5.6%,-0.9%,17.8%,-10.5%,i
CCN(c1ccccc1)S(=O)(=O)c1ccc(Cl)c(NC(=O)CN2CCN(C)CC2)c1,i,-2.5,-7.7%,u,-0.3%,8.5%,2.7%,-5.6%,-19.6%
CC(C)CCNC(=O)Cc1c(C(=O)O)[nH]c2ccc(Cl)cc12,i,0.0,-15.0%,4.4%,-13.8%,15.7%,13.5%,-7.1%,i
COc1cc(OC)cc(C(=O)N2CCC(c3ccncc3)CC2)c1,x,x,x,15.2%,x,-23.2%,-9.8%[9.22 µM],-26.8%,-13.7%
Cc1ccccc1-c1cc2nc(NCc3ccncc3)n(C)c(=O)c2s1,i,21.3,6.5%,37.7%[activator],7.0%,3.9%,0.0%,0.0%,-7.6%

# These rows are one share of the data. The share of hits here may be higher or lower than overall.
